SSB-PriA inh – K. pneumoniae PriA-SSBct interaction inhibition. AlphaScreen SSBct-PriA binding, biotinylated peptide. inhibition, % at 33 µM. hit rate 0.6% among 430,000. AID 1272365; in the data active means inhibition mostly above about 37%, no sharp cut-off; inactive means mostly below about 20%;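 further: plate controls were negative control peptide for no effect and reference peptide for full effect; strong numbers were not always called active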
PfHsp40 yeast – compounds rescuing yeast from Plasmodium falciparum HSP40 toxicity. hit rate 0.68% among 340,000. growth rescue, % at 12.5 µM. S. cerevisiae expressing PfHsp40, growth rescue, ATP luminescence; in the data active means growth rescue above about 28%, passing the limit was not always enough; inconclusive means no clear call, values can overlap the other calls;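 further: yeast W303a lacking pdr1 and pdr3 grown in galactose medium; growth measured after three days at 30 °C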
Yp Topo-I inh – blocks Yersinia pestis topoisomerase I activity; hit rate 0.064% among 360,000; Y. pestis Topo-I cleavage product accumulation, plate reader; activity, % at 10 µM; in the data active means activity above about 50%, passing the limit was not always enough; inconclusive means no clear call, values can overlap the other calls; further: inactives centre near 2
3CLpro inhibitor – SARS-CoV 3CLpro protease inhibition; P0C6X7; recombinant SARS-CoV 3CLpro, quenched FRET peptide cleavage; inhibition, % at 6 µM; hit rate 0.14% among 290,000; in the data active means inhibition above about 12%
BoNT A protease – BoNT A light chain protease inhibition | multiplex microsphere protease substrate cleavage, flow cytometry | inhibition, % at 10 µM | hit rate 0.17% among 360,000; further: plate controls were buffer without enzyme for full effect and enzyme alone for no effect
Anthrax LF prot – inhibitors of Bacillus anthracis lethal factor protease; P15917; multiplex microsphere protease cleavage assay, LF; AID 588501; inhibition, % at 10 µM; hit rate 0.12% among 360,000; further: plate controls were buffer without enzyme for full effect and enzyme alone for no effect
Target sequence (P15917 whole entry, looked up): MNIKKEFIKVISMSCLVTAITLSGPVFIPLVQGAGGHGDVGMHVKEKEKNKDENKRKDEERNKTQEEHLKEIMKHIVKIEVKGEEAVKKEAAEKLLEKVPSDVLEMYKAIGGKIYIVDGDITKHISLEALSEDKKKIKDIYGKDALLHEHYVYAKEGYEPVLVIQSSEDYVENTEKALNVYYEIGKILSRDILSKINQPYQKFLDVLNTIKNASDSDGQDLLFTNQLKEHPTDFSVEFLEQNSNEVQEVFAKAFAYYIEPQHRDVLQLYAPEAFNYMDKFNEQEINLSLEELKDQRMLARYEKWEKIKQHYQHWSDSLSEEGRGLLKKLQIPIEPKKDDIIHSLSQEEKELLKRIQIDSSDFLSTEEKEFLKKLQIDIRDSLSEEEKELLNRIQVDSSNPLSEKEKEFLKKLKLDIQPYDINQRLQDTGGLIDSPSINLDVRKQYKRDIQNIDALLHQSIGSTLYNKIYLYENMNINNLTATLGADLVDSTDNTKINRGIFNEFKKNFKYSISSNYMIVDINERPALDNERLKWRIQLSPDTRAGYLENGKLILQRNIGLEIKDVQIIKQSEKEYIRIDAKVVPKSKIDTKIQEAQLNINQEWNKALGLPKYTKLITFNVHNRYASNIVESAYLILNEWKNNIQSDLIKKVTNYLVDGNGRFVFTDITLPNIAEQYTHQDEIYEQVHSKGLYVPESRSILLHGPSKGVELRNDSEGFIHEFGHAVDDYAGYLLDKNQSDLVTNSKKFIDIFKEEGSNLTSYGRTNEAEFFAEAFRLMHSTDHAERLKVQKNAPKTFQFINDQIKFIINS
PrPC TRFRET – inhibitors of human cell surface prion protein PrPC; P04156; TR-FRET read-out; inhibition, % at 13.8 µM; hit rate 0.43% among 370,000; AID 720596; in the data active means inhibition above about 24%; further: 0% = median of the test wells and 100% = reference compound wells
Vc quorum ag – induces V. cholerae light production without autoinducers | activation, % at 18.7 µM | V. cholerae BH1578 lux reporter, luminescence, 6 h | hit rate 0.16% among 350,000; in the data active means activation mostly above about 9.7%, no sharp cut-off; inconclusive means no clear call, values can overlap the other calls; inactive means mostly below about 3.7%; further: not every result past the cut was called active; inactives centre near 0; reference of the scale not given here
TcdB GH inh – inhibitors of Clostridioides difficile toxin B glycohydrolase | TcdB glycohydrolase enzymatic assay, plate reader | inhibition, % at 9.99 µM | hit rate 0.24% among 350,000; in the data active means inhibition above about 10%
Numbers without * were called inactive; i = inactive; u = inconclusive; x = no result given; & = joins results of further samples. Unless noted, no stated cut-off is given here; in the data, active means inhibition above about 30%; inconclusive means no clear call, values can overlap the other calls; inactive means below that. Not all compounds are listed; count on the stated rates, not on these rows.

SMILES | Yp Topo-I inh | PrPC TRFRET | PfHsp40 yeast | BoNT A protease | 3CLpro inhibitor | TcdB GH inh | Vc quorum ag | SSB-PriA inh | Anthrax LF prot
Cc1cccc(NC(=O)c2nc(-c3ccccc3)n(-c3ccccc3)n2)c1C | 9 | 4 | 1.8 | -0.5 | 7 | x | i | -11 | -4
CS(=O)(=O)N1CCN(C(=O)c2ccc(Br)s2)CC1 | 6 | 4 | -0.6 | 1.2 | 1 | x | 0.9 | -18 | -1
Clc1cccc(-c2csc(Nc3cccnc3)n2)c1 | 5 | -3 | 0.5 | -0.7 | -5 | -0.1 | -0.9 | -4 | 11
Cn1nc(-c2ccccc2)cc1NS(=O)(=O)c1ccc(C#N)cc1 | -10 | -2 | -0.3 | x | -2 | -3.3 | i | -8 | x
O=C(Cc1ccc(NC(=O)C2CCN(C(=O)C3CCC3)CC2)cc1)Nc1cccc(C(=O)N2CCCCC2)c1 | 11 | -6 | -1.3 | -0.7 | x | 0.5 | 0.9 | -24 | -1
COc1cccc(C2C(C(=O)OCc3ccccc3)=C(C)Nc3ncnn32)c1OC (stereo unspecified) | 7 | -3 | 0.3 | 0.2 | -2 | 1.0 | 1.8 | -8 | -6
CCCCNC(=O)Nc1nnc(C(C)(C)C)s1 | -9 | 5 | -0.6 | -0.1 | -1 | 0.4 | i | -5 | 0
CCc1nc2ccccc2[nH]1 | -2 | 1 | 3.0 | -0.5 | 7 | 0.4 | i | -6 | 1
CCn1ncc(Br)c1C(=O)Nc1ccc(C(=O)OC(C)C)cc1 | 4 | -2 | 0.4 | -0.5 | 8 | x | i | -32 | -4
Cc1ccc(S(=O)(=O)NC(=O)C2(C)CCN2C(=O)Cc2cc(F)ccc2F)nc1 (stereo unspecified) | -2 | -7 | x | -0.4 | x | -0.2 | i | x | 5
CCCc1nnc(NC(=O)CN2C(=O)c3ccccc3C2=O)s1 | -6 | 0 | -0.3 | -0.2 | 4 | x | -0.3 | -14 | 0
COc1ccc(-c2noc(CCCC(=O)NC3CCCC3)n2)cc1OC | -11 | -7 | -0.2 | -1.0 | 0 | 0.3 | 0.2 | 2 | -4
Cc1ccc(S(=O)(=O)CCC(=O)O)cc1C | 24 | 1 | 0.2 | u | -2 | x | i | -5 | 3
COc1cc(-c2cccs2)cc(=O)c2c(C)oc(C)c12 | 5 | -10 | 2.2 | 5.9 | 1 | 0.1 | 5.0 | 5 | -2
C=CCn1c(O)c(C2=c3ccccc3=NC2=O)c2ccccc21 | -15 | 2 | -1.1 | 0.3 | -5 | 0.2 | -1.3 | -18 | -9

(continued)
SMILES | Yp Topo-I inh | PrPC TRFRET | PfHsp40 yeast | BoNT A protease | 3CLpro inhibitor | TcdB GH inh | Vc quorum ag | SSB-PriA inh | Anthrax LF prot
Cc1csc(CN(C)C(=O)CC2C(=O)NCCN2Cc2ccccc2C)n1 (stereo unspecified) | -6 | 6 | x | 0.4 | x | -3.8 | 3.1 | x | -2
CC1(C)C(=O)Nc2ccccc2N1C(=O)COC(=O)CCSc1ccccc1 | 2 | 5 | 0.3 | 0.9 | 6 | x | i | -4 | -4
Cc1ccc(C(=O)NCCCNC(=O)c2cccnc2)cc1 | 0 | -4 | -0.2 | 0.1 | -4 | 1.7 | -0.4 | -3 | -1
COc1ccc2nc(NC(=O)c3cc(C)oc3C)sc2c1 | -7 | 2 | 0.4 | -0.6 | 7 | x | -0.3 | -13 | -9
Fc1ccc(OCc2nn[nH]n2)c(F)c1 | -1 | 1 | -0.7 | -1.2 | 1 | 0.8 | i | -4 | 2
Cc1cccc2cc(CN(CCCO)C(=O)Nc3cccc(Cl)c3)c(=O)[nH]c12 | -4 | -1 | -0.8 | -0.9 | 0 | x | -0.5 | -12 | 6
Cc1c(CCO)c(=O)[nH]n1C(=O)c1ccc(F)cc1 | 7 | -4 | 0.7 | -0.2 | 0 | x | i | -7 | -5
CC(=C/c1ccc(C(C)C)cc1)/C=N/NC(=O)Cn1nc(C)cc1C | 30 | 6 | 0.1 | -0.8 | -3 | 1.3 | -0.2 | x | 1
O=C(Nc1nnc(Cc2ccccc2F)s1)c1ccccc1Cl | 13 | 0 | -0.4 | -0.8 | 4 | 0.0 | -0.2 | -5 | 11
O=C(CC1C[C@H](C(=O)N2CCOCC2)[C@@]2(CCC3CCCC3)c3[nH]c4ccccc4c3CCN2C1=O)NCCc1ccccn1 (stereo partly specified) | 17 | -2 | 0.0 | -0.3 | x | -2.0 | -0.1 | -2 | 0
Cc1ccc(NC(=O)Nc2nc(-c3ccc(C)s3)cs2)cc1 | 17 | 9 | 3.6 | 1.4 | 4 | x | i | 2 | 4
Cc1ccsc1C(=O)N1CCN(c2ncc(C(F)(F)F)cc2Cl)CC1 | 35 | 2 | -0.6 | -0.8 | 2 | 2.0 | i | -7 | -1
CCCn1c(SC(C)C(=O)NC2CCCC2)n[nH]c1=O (stereo unspecified) | -3 | -1 | 0.0 | x | x | -0.9 | -0.3 | -21 | x
O=C(C1=C(O)C(=O)N(CCN2CCOCC2)C1c1ccccn1)c1cccs1 (stereo unspecified) | 6 | -8 | -0.3 | -0.2 | 4 | x | 7.1 | 3&-6 | -2
c1ccc(COc2ccc(OCCCN3CCCC3)cc2)cc1 | 1 | 3 | -1.4 | -0.5 | 3 | 0.0 | -0.6 | -2 | -1

The list goes on:
SMILES | Yp Topo-I inh | PrPC TRFRET | PfHsp40 yeast | BoNT A protease | 3CLpro inhibitor | TcdB GH inh | Vc quorum ag | SSB-PriA inh | Anthrax LF prot
COc1cc(OC)c(OC)cc1/C=C1/Cc2ccccc2C1=O | 0 | 1 | -1.1 | -0.9 | 2 | 0.7 | i | 1 | -6
CNc1nc(Cl)c(SC)c(NCc2ccc(F)cc2)n1 | 12 | 12 | 0.7 | -3.8 | 1 | -0.8 | i | 6 | 3
O=C1N=C(N2CCOCC2)CS1 | -2 | 6 | 0.6 | 0.4 | -1 | x | i | -10 | -2
Cc1cc(NS(=O)(=O)c2ccc(NC(=O)N[C@H](C(=O)O)C(C)C)cc2)no1 | 3 | -1 | 0.9 | -1.2 | -3 | 0.4 | 4.2 | -4 | -1
CCOc1ccc(NC(=O)CCC(=O)c2ccc(Br)cc2)cc1 | -1 | 4 | 1.4 | 0.5 | -4 | 0.3 | -0.2 | -19 | -15
CC(=O)c1cccc(N(CC(=O)Nc2ccccc2C(=O)N2CCCC2)S(C)(=O)=O)c1 | 14 | -2 | -0.7 | -0.2 | 0 | -1.4 | -0.7 | -17 | 2
Cc1ccc(S(=O)(=O)/N=C(/c2ccccc2)N2CCOCC2)cc1 | 0 | 6 | -0.6 | 0.2 | 4 | 1.4 | -0.8 | x | 0
CCCCCC(=O)Nc1cccc(C2=NOC3(C2)C[C@@H](C(N)=O)N(C(=O)Cc2ccc([N+](=O)[O-])cc2)C3)c1 (stereo partly specified) | 17 | -13 | 0.6 | -0.2 | x | 1.1 | -0.6 | 7 | -9
CC1(C(=O)NS(=O)(=O)c2ccccc2Cl)CCN1C(=O)C1(c2ccc(Cl)cc2)CC1 (stereo unspecified) | 18 | 10 | x | -0.2 | x | -0.7 | 0.7 | x | -8
O=C(NCC1CCCO1)c1cc(NS(=O)(=O)c2cccs2)cc(NS(=O)(=O)c2cccs2)c1 (stereo unspecified) | 2 | 7 | -0.5 | -0.3 | -2 | -2.9 | -0.2 | -6 | -6
Cn1ncc(Br)c1C(=O)N1CCCC1 | 8 | -1 | -0.3 | 0.7 | -2 | 1.6 | -0.2 | -2 | 8
OCCSc1nc(N2CCOCC2)nc(N2CCOCC2)n1 | -3 | -3 | 1.1 | -1.0 | -2 | -0.1 | -0.5 | 5 | 8
COC(=O)c1c2c(nc3ccccc13)CCC2 | -7 | 2 | -1.0 | 1.9 | -3 | x | i | -3 | -3
Clc1ccc(-c2nnc(SCc3nc4ccccc4s3)o2)cc1 | 20 | 5 | -1.4 | -0.9 | 1 | -1.5 | -0.3 | -10 | -3
O=C(NN1CCOCC1)c1ccco1 | -7 | -7 | -1.2 | -0.4 | x | 2.2 | i | -12 | -2

Look-ups from above:
COc1cc(OC)c(OC)cc1/C=C1/Cc2ccccc2C1=O in PfHsp40 yeast → -1.1
O=C(NCC1CCCO1)c1cc(NS(=O)(=O)c2cccs2)cc(NS(=O)(=O)c2cccs2)c1 (stereo unspecified) in TcdB GH inh → -2.9
CCOc1ccc(NC(=O)CCC(=O)c2ccc(Br)cc2)cc1 in SSB-PriA inh → -19
OCCSc1nc(N2CCOCC2)nc(N2CCOCC2)n1 in PfHsp40 yeast → 1.1
Cc1ccc(S(=O)(=O)/N=C(/c2ccccc2)N2CCOCC2)cc1 in PrPC TRFRET → 6
O=C1N=C(N2CCOCC2)CS1 in Yp Topo-I inh → -2

Back to the main list with the two entries that preceded the break.
SMILES | Yp Topo-I inh | PrPC TRFRET | PfHsp40 yeast | BoNT A protease | 3CLpro inhibitor | TcdB GH inh | Vc quorum ag | SSB-PriA inh | Anthrax LF prot
Clc1ccc(-c2nnc(SCc3nc4ccccc4s3)o2)cc1 | 20 | 5 | -1.4 | -0.9 | 1 | -1.5 | -0.3 | -10 | -3
O=C(NN1CCOCC1)c1ccco1 | -7 | -7 | -1.2 | -0.4 | x | 2.2 | i | -12 | -2
CC(=O)Nc1nnc(S(N)(=O)=O)s1 | -2 | -7 | -0.1 | 0.0 | -2 | 0.8 | i | -6 | 8
CCCCn1c(-c2cccs2)nc2nc3ccccc3nc21 | -3 | -29 | 1.5 | 12 | 2 | x | -0.7 | -19 | 5
CCc1nc2c(C#N)c(-c3ccc(Cl)cc3)ccn2n1 | 0 | -19 | -0.2 | -0.1 | -2 | x | -6.2 | 4 | -4
COC(=O)C1C/C(=N\NS(=O)(=O)c2ccc(C)cc2)c2ccccc2C1 (stereo unspecified) | -10 | -9 | 1.1 | -0.3 | 4 | 1.7 | -0.7 | x | -2
CN(C)CCCn1c(=O)n(C2CCCCC2)c(=O)c2c3c(sc21)CCCCC3 | 6 | -2 | -1.3 | -1.8 | x | 1.0 | -0.3 | 10 | -10
CCOC(=O)Nc1ccc2c(C)cc(=O)oc2c1 | 4 | 8 | 2.0 | -1.8 | -2 | x | 1.5 | -13 | -4
O=C(c1cc(S(=O)(=O)N2CCCCC2)ccc1F)N1CCC2(CC1)OCCO2 | 2 | 11 | 0.5 | 0.2 | 2 | 1.0 | -0.4 | -4 | 0
CCCC(=O)Nc1ccc(N2CCN(C(=O)c3cccs3)CC2)cc1 | -2 | 4 | 0.2 | -0.2 | 2 | x | 1.7 | -4 | 1
CCOc1ccc(NS(=O)(=O)c2ccc(C(=O)NCC3(N4CCCCC4)CCCCC3)cc2)cc1 | 0 | -4 | -0.5 | -0.2 | 1 | 0.4 | i | -6 | 1
O=C(Nc1ccc2c(c1)Cc1ccccc1-2)c1cc2ccccc2o1 | -10 | -2 | -0.7 | -0.3 | -9 | x | 6.6 | -15 | 1
CCC(Oc1ccccc1)C(=O)NCc1ccc(S(N)(=O)=O)cc1 (stereo unspecified) | -10 | -7 | 0.4 | 0.0 | 3 | x | i | -1 | 0
CCOC(=O)CNC(=O)C(=O)c1c(O)[nH]c2ccccc12 | 5 | 10 | -0.8 | -0.4 | 3 | x | i | -16 | -1
Cc1[nH]c2ccccc2c1C(=O)C(=O)NCCc1ccc(S(N)(=O)=O)cc1 | 1 | 5 | 1.9 | 1.6 | -5 | x | -0.3 | -3 | -1
O=[N+]([O-])c1ccc(-c2cn(-c3ccc(Cl)cc3)cn2)cc1 | x | -4 | x | 0.8 | x | 0.4 | x | x | -3
O=C(NCc1ccco1)/C(=C/c1cccc([N+](=O)[O-])c1)NC(=O)c1ccco1 | 10 | -29 | 0.0 | 0.0 | 1 | -0.7 | 0.1 | 5 | -3

Bioassay records (PubChem BioAssay)
